Source: PubChem BioAssay (National Center for Advancing Translational Sciences (NCATS))
TRPV1 agonist = activates the human vanilloid receptor TRPV1. Q8NER1. TRPV1-expressing cells, Fluo-8 calcium influx, agonist mode. activation, % at 8.33 µM. 320,000 tested, 0.19% active; in the data active = activation above about 80%; inconclusive = between about 30% and that limit; also: 0% is about no effect
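Cells expressing TRPV1 were dye-loaded with Fluo-8 and read kinetically: 10 s baseline, 3 min after compound (agonist portion), then 2 min after EC20 capsaicin (allosteric enhancer portion). Calcium-bound dye fluorescence at 480/520 nm.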
Tb PFK block = blocks T. brucei phosphofructokinase | Potency, µM (highest dose often 57.5 µM), for inactives: at the top dose activity, negative = inhibition, actives largely listed as inhibitors | T. brucei PFK, ADP-Glo luminescence | 330,000 tested, 0.17% active | O15648;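 also: potency is read from the fitted curve at half-maximal effect; 0% = uninhibited 1x PFK enzyme wells and -100% = no-enzyme wells; nearly all actives have a fitted effect of over 60% in size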
Target sequence (O15648 whole entry, looked up): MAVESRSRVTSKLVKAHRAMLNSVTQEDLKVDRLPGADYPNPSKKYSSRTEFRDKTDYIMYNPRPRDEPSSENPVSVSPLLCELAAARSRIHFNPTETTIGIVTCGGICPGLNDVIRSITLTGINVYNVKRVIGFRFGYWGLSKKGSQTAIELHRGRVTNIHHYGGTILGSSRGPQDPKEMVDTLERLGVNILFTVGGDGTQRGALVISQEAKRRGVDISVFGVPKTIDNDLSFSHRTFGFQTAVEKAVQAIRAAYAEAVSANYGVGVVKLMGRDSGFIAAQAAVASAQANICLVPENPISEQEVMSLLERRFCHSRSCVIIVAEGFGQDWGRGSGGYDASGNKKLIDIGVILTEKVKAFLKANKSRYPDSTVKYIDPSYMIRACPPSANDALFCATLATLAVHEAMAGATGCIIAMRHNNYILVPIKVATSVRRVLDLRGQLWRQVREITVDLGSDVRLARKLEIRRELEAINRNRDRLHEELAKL
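In TEA buffer at pH 8.0 with 5 mM MgCl2, enzyme (1.25 nM) converted F6P (0.5 mM) and ATP (0.1 mM) for 45 min at room temperature. ADP product was read by luciferase luminescence.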
NPC1 prom act = NPC1 promoter activation; 320,000 tested, 2.4% active; AID 485313; Potency, µM (highest dose often 9.22 µM), for the others: at the highest dose activation, hits mostly activators; Huh7 NPC1 promoter luciferase reporter, 24 h;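 also: potency is read from the fitted curve at half-maximal effect; % of control where 0% means no effect; nearly all actives have a fitted effect of over 60% in size; reporter is driven by a mutant NPC1 promoter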
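NPC1 promoter–luciferase Huh7 cells; 24 h compound; luminescence.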
ELG1 repair inh = inhibitors of ELG1-dependent DNA repair in HEK293T cells; Potency, µM (doses to about 46.1 µM), without a hit: at the top dose activity change, negative = inhibition, most hits filed as inhibitors; HEK293T ELG1-luciferase reporter, luminescence, 16 h; DNA damage induced by 5-fluorouridine; AID 504467; 330,000 tested, 2.3% active; also: potency is read from the fitted curve at half-maximal effect; % is scaled to controls: 0 for no effect and ±100 for the full control effect; nearly all actives have a fitted effect of over 55% in size
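In this reporter screen, reduction of luminescence relative to DMSO vehicle indicated activity. Compounds and 5-fluorouridine were added together to 2,000 cells per well, incubated for 16 hr at 37 °C, then developed with ONE-Glo.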
FLuc counter = counter-screen for miR-21 project: firefly luciferase inhibitors or activators | purified FLuc, Km substrates, luminescence inhibition | P08659 | Potency, µM (top dose mostly 57.5 µM), without a hit: top-dose activity change, negative = inhibition, most hits filed as inhibitors | 360,000 tested, 6.9% active | AID 588342;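 also: potency is read from the fitted curve at half-maximal effect; plate controls were vehicle for no effect and reference inhibitor for full effect; nearly all actives have a fitted effect of over 55% in size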
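Purified P. pyralis luciferase, 10 nM final, with Km-level 10 uM D-luciferin and 10 uM ATP in 50 mM Tris acetate pH 7.5, 10 mM Mg acetate, 0.01% Tween-20, 0.05% BSA; 6-point qHTS titration about 60 µM downward; luminescence read.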
RORgamma inh = inhibitors of mouse ROR gamma transcriptional activity; AID 2551; Drosophila S2 Gal4-RORgamma UAS-luciferase reporter, 20 h; 310,000 tested, 5.4% active; P51450; Potency, µM (doses to about 53.6 µM), without a hit: top-dose activity change, negative = inhibition, hits mostly inhibitors; also: potency is read from the fitted curve at half-maximal effect; % is scaled to controls: 0 for no effect and ±100 for the full control effect; nearly all actives have a fitted effect of over 60% in size
Target sequence (P51450 whole entry, looked up, the tested form may be a part): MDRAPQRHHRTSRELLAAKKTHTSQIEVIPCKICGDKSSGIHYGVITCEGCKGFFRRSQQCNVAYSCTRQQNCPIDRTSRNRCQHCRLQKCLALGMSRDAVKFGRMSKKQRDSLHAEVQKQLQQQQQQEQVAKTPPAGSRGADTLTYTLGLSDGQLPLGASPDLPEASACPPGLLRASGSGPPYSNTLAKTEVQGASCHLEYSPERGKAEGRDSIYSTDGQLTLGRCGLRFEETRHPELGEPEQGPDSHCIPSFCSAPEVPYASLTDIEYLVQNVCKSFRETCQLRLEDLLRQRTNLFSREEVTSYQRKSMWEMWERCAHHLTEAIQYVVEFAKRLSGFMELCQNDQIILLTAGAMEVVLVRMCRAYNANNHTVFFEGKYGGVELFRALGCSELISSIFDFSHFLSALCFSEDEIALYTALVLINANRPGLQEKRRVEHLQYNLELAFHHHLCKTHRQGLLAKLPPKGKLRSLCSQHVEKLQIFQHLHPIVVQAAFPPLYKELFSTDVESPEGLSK
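Luminescence from a UAS-regulated Photinus luciferase reporter in stably transfected Drosophila Schneider cells is measured; decreased signal marks ROR gamma inhibition. Fusion expression is induced by 700 uM copper sulfate for 20 hr.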
Rab9 promoter act = activates the Rab9 promoter; Huh7 Rab9 promoter-luciferase reporter, luminescence, 24 h; Potency, µM (doses to about 9.22 µM), for the others: at the top dose activation, negative = inhibition, most hits filed as activators; 320,000 tested, 2.8% active; also: potency is read from the fitted curve at half-maximal effect; % of control where 0% means no effect; nearly all actives have a fitted effect of over 60% in size
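Luciferase signal after 10 min detection reagent at ambient indicates Rab9 promoter upregulation; stably transfected Huh7 cells were treated 24 h with compound in DMSO at 37 °C, 5% CO2.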
BRCA1 expr up = increases BRCA1 expression; MCF7-BRCA1-FFLuc reporter, luminescence, 48 h; response scale: scaled: vehicle 0%, 10 µM genistein 100%; Potency, µM (titrated, usually from 46.1 µM), for the others: top-dose activation, actives largely listed as activators; 380,000 tested, 1.1% active; AID 624202; also: potency is read from the fitted curve at half-maximal effect; nearly all actives have a fitted effect of over 80% in size; some results filed as inactive show a strong effect at the top dose
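Quantitative HTS in MCF7 cells stably reporting BRCA1 expression via firefly luciferase. Compound treatment lasts 48 h at 37 °C in phenol-red free MEM. Activation is expressed relative to genistein at 10 microM and DMSO.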
p53 reactivator = restores transcriptional activity of mutant p53 | Potency, µM (top dose mostly 92.2 µM), inactives show top-dose activity change, positive = activation, hits mostly activators | H1299 p53-A138V BP100-luciferase reporter, luminescence, 24 h | 320,000 tested, 0.063% active; also: potency is read from the fitted curve at half-maximal effect; % of control where 0% means no effect; nearly all actives have a fitted effect of over 45% in size
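H1299 (p53-null), stable ts p53-A138V + BP100-Luc; 1000 cells/well, Opti-MEM/10% FBS; cpd 4 pt, 1:5; 24 h, 37 deg C, 5% CO2; detection reagent 10 min RT; luminescence.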
ELG1 genotoxic = inducers of genotoxicity in HEK293T ELG1-luciferase cells. 330,000 tested, 1.3% active. AID 504466. Potency, µM (series often up to 46 µM), inactives show at the highest dose activity change, positive = activation, hits mostly activators. HEK293T ELG1-luciferase reporter, luminescence, 16 h; also: potency is read from the fitted curve at half-maximal effect; % of control where 0% means no effect; nearly all actives have a fitted effect of over 60% in size
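16 hr compound incubation (37 °C, 5% CO2) of HEK293T cells carrying luciferase-tagged ELG1; luciferase then measured by ONE-Glo luminescence after 30 min at RT.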
VP16 counter = Gal4-VP16 reporter inhibition counter-screen. Drosophila S2 Gal4-VP16 UAS-luciferase, luminescence, 20 h. Potency, µM (series often up to 53.6 µM), for inactives: top-dose activity, negative = inhibition, usual class: inhibitors. AID 2546. 310,000 tested, 3.5% active;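 also: Gal4-VP16 expression switched on by copper sulfate through the metallothionein promoter; potency is read from the fitted curve at half-maximal effect; % is scaled to controls: 0 for no effect and ±100 for the full control effect; nearly all actives have a fitted effect of over 50% in size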
The depositor's hits bear a star; ? = inconclusive; / = no result given; [ ] = remark or other dose. Unless noted, calls follow the shape of the dose curve; as a rule, active = well fitted curve in the direction sought with a large enough effect; inconclusive = small, poorly fitted or top-dose-only effect, or another doubt; inactive = no such curve, though single readings can be large; an effect the other way counts as inactive or inconclusive. Some of the compounds tested (hit frequency here may not be typical).

Under each structure – TRPV1 agonist, Tb PFK block, NPC1 prom act, ELG1 repair inh, FLuc counter, RORgamma inh, Rab9 promoter act, BRCA1 expr up, p53 reactivator, ELG1 genotoxic, VP16 counter
COC(=O)C(C)Oc1cc(C)cc2oc(=O)c3c(c12)CCC3 (stereo not given)
→ -3, 2%, -3%, ?, 3%, -35%, -8%, -34%, -5%, 6%, 26%
N#CC1(c2ccccc2)CCN(C2CC(=O)N(c3ccc(F)cc3)C2=O)CC1 (stereo not given)
→ 2, -5%, 1%, 10%, 0%, ?, 0%, 17%, -2%, 0%, -23%
COc1ccc(/C=C2/C(=O)NC(=O)N(c3ccc(C)c(C)c3)C2=O)cc1CN1C(=O)c2ccccc2C1=O
→ 9, -17%, 3%, 17%, -1%, 6%, -3%, -1%, -10%, 7%, -11%
O=C(CCn1c(=O)oc2ccccc21)N1CCN(C(c2ccccc2)c2ccccc2)CC1
→ -1, -4%, 0%, 13µM*, -1%, 32%, 0%, -17%, 0%, -13%, -4%
Cn1cc(Br)c(C(=O)Nc2ccc3c(C(F)(F)F)cc(=O)oc3c2)n1
→ 16, -2%, -1%, 17%, ?, 0%, -2%, 5%, 13%, 8%, 0%
CCCCn1c(N)c(C(=O)OCCOC)c2nc3ccccc3nc21
→ -3, -4%, -5%, 8.2µM*, -12%, -6%, 0%, 3%, -6%, -6%, 5%
COC(=O)C1=C(c2ccccc2OCc2ccccc2)C[C@@H]2CC[C@H]1N2C(=O)NCCN1CCOCC1
→ 1, 0%, 2%, 27%, 6%, /, -4%, 4%, 7%, 0%, /
O=C(COc1ccc(Cl)cc1)N1CCN(Cc2ccccc2)CC1
→ ?, -3%, 4%, -18%, -2%, 39%, -1%, -8%, 1%, -5%, 1%
O=C(O)C(O)(c1ccccc1)C1CCCCC1 (stereo not given)
→ -1, 2%, -2%, ?, 4%, 2%, 0%, 3%, /, -1%, -3%
COC(=O)C1C=C2c3cccc4[nH]cc(c34)CC2N(C)C1 (stereo not given)
→ 1, 1%, 7%, ?, -12%, -30%, 3%, /, -10%, -2%, -1%
CN(C)C(Cc1ccccc1)C(=O)c1cccs1 (stereo not given)
→ 9, 0%, -2%, -13%, ?, 29%, 8%, /, 4%, 0%, 27%
Cc1cc(/C=C2/C(=O)NC(=O)N(Cc3ccco3)C2=O)c(C)n1-c1ccccc1
→ 11, -25%, 1%, 11%, 5.4µM*, ?, 0%, 1%, -3%, 6%, 25%
COc1cc([C@@H]2c3cc4c(cc3[C@@H](OC)[C@H]3COC(=O)[C@H]23)OCO4)cc(OC)c1O
→ 14, 1%, -42%[inhibitor], 11%, -2%, 14%, -31%[inhibitor], -63%, 0%, ?, -15%
Cc1nn(CC(C)C)c(Cl)c1C(=O)NC1CCCCC1
→ 13, -1%, 11%, ?, -11%, /, 1%, 26%, 10%, 3%, /
COc1ccc2c(c1OC)C(=O)O[C@H]2[C@@H]1c2cc3c(cc2CCN1C)OCO3
→ 2, -5%, 8%[46.1 µM], -6%, -1%, /, 0%[46.1 µM], 8%, 2%, -1%, /
CSCCC(N=Cc1c(O)n(-c2ccc(F)cc2)c(=O)[nH]c1=O)C(=O)OC(C)(C)C (stereo not given)
→ -5, -1%, -1%, -2%, 1%, -30%, 13%, -4%, 1%, -5%, -6%
NS(=O)(=O)OC(CCc1ccccc1)C(Cl)(Cl)Cl (stereo not given)
→ -1, 2%, 1%, -10%, 7%, 13%, 0%, 0%, /, 5%, -18%
CNCCCc1ccccc1
→ 0, -2%, 9%, 1%, -5%, 6%, 9%, 4%, -4%, -1%, -7%
CCCCNS(=O)(=O)c1ccc(OCC(=O)N2CCN(Cc3ccc4c(c3)OCO4)CC2)cc1
→ -3, 0%, -21%, -8%, -2%, -8%, -36%[inhibitor], -24%, -8%, -15%, 5.6µM*
O=C(c1cccc(C(F)(F)F)c1)C1CCCN(Cc2ncc[nH]2)C1 (stereo not given)
→ 10, 0%, -6%, -3%, 0%, 18%, -6%, -5%, -3%, -1%, 16µM*
COc1ccc(CC2C(=O)N(C)C(=O)N(C)C2=O)c(OC)c1
→ -3, ?, -1%, 10%, 1%, -4%, -4%, -13%, 8%, 1%, -3%
CCCCn1c(O)c(C(CC)=NCc2ccc(F)cc2)c(=O)[nH]c1=O
→ 11, 1%, -6%, ?, 2%, 41%, -3%, -54%, 2%, -9%, -5%
CCOC(=O)C(O)(c1ccc(NC(=O)c2ccc(Cl)c(Cl)c2)cc1)C(F)(F)F (stereo not given)
→ ?, -7%, -1%, -21%, 1%, 42%, 8%, -9%, 2%, -3%, -11%
COC(=O)c1ccc(-c2nc(-c3ccc(Br)o3)no2)cc1
→ /, 5%, 3.2µM*, ?, 1.7µM*, -30%, 4µM*, 23%, ?, ?, -3%
COc1ccc(O)c(CN2CCCC(C(=O)c3sccc3C)C2)c1 (stereo not given)
→ 20, -3%, -1%, -19%, 0%, 8%, -1%, 0%, -2%, -6%, -13%
Cc1ccc(-c2cc(-c3ccccc3)cc(-c3ccccc3)[n+]2-c2ccc(C(=O)O)cc2)cc1
→ -1, 6%, 1%, -1%, 2%, /, -5%, 10%, -3%, 2%, /
CSc1ncc(CN2CCCC(C(=O)c3ccccc3SC)C2)cn1 (stereo not given)
→ 1, 0%, -1%, -10%, 7%, ?, 1%, 9%, -2%, -10%, 2%
O=C(COC(=O)Cc1ccccc1)Nc1ncc(Cl)cc1Cl
→ 20, -2%, -6%, 2%, ?, -29%, 6%, 11%, -3%, 6%, 7%
CO[C@H]1C=C2CCN(C)[C@H]2C2c3cc4c(cc3C(=O)O[C@@H]21)OCO4 (stereo not given in full)
→ 4, -24%, -1%, 11%, -1%, /, 10%, 6%, 7%, 9%, /
Cc1ccccc1NS(=O)(=O)c1ccc(OCC(=O)N2CCN(C)CC2)cc1
→ -1, 2%, 1%, -5%, 2%, 26%, -1%, -5%, 19%, 0%, 1%
NCCNc1ccc([N+](=O)[O-])c2cccnc12
→ -3, 5%, -4%, 24%, -3%, -35%, 8%, 7%, 4%, ?, 4%
COc1ccccc1NC1=NCCS1
→ -1, -7%, -2%, 11%, 3%, 5%, -3%, 1%, -2%, 2%, 11%
O=C(O)c1ccc(-[n+]2c(-c3ccccc3)cc(-c3ccccc3)cc2-c2ccccc2)cc1
→ 0, -19%, 0%, -6%, 2%, /, 3%, 15%, -5%, 1%, /
Cc1nn(-c2ccccc2)c2c1C(c1ccc3c(c1)OCO3)SCC(=O)N2 (stereo not given)
→ 3, 2%, 0%, ?, 1%, 16%, 0%, 1%, -5%, -2%, 2%
O=C(c1c[nH]cc1-c1ccccc1)c1cccc2ccccc12
→ 11, 0%, -2%, -1%, -4%, 11%, 0%, -42%, -11%, 1%, -4%
COc1ccc(Oc2cc(NC(=O)c3nn(C)cc3[N+](=O)[O-])cc([N+](=O)[O-])c2)cc1
→ -1, 1%, 1%, ?, 0%, 8%, 1%, -86%, -20%, 6%, -1%
O=C(c1ccccc1)C(CN1CCCC1)c1ccccc1 (stereo not given)
→ -2, -6%, -18%, 18µM*, -2%, 5.6µM*, -35%[inhibitor], -96%, -26%, -12%, 4.5µM*
COC(=O)C1=C(c2ccc(-c3ccccc3)c(F)c2)C[C@@H]2CC[C@H]1N2C(=O)N1CCc2cc(OC)c(OC)cc2C1
→ -8, 1%, -7%, ?, 1%, /, -15%, -58%, -5%, -7%, /
Cc1ccc(-n2c(-c3ccc([N+](=O)[O-])cc3)nc3ccccc3c2=O)cc1
→ 17, 6%, -1%, -29%, 1%, 33%, -2%, -20%, -7%, -4%, -6%
Cc1ccccc1CN1CCN(c2ccc(Cl)cc2)CC1
→ -1, 0%, -1%, -9%, 4%, 3%, -6%, -10%, -5%, -4%, 5%
Cc1ccccc1NC1=NCC(C)S1 (stereo not given)
→ 1, 3%, -3%, -4%, 0%, -19%[10 µM], -8%, 1%, 1%, 2%, -1%
CCN1CCN(C(=O)COc2ccc(S(=O)(=O)N3CCOCC3)cc2C)CC1
→ 0, 5%, -1%, 8%, 2%, 2%, 9%, -3%, -3%, -4%, 7%
CSc1nc2ccccc2c(=O)n1-c1cccnc1
→ -3, 1%, -8%, 11%, 6%, -11%, 0%, 0%, -4%, 3%, -2%
COc1ccc(OC)c(CN2CCN(C(=O)Cc3ccccc3)CC2)c1
→ -3, -8%, -4%, -14%, -1%, 18%, 0%, -4%, 12%, 0%, -2%
COc1ccc(-n2c(O)c(C(C)=NCc3ccco3)c(=O)[nH]c2=O)cc1
→ 0, 0%, -3%, ?, 0%, 2%, 3%, -4%, -22%, 0%, -16%
